TNAP activators – stimulation of alkaline phosphatase TNAP activity – biochemical, luminescent, no phosphate acceptor, uHTS, primary screen (AID 1001). purified TNAP, luminescent activation assay, no phosphate acceptor; higher activation fold means a stronger effect. activation fold at 20 µM, or EC50 in µM where a hit was titrated. hit rate 0.03% among 200,000; in the data active = activation fold from about 3, or a potency from the dose series; inactive = the rest, 99 in 100 with activation fold below about 1.6; note: many of its hits are not listed in these tables
XIAP antagonists – small molecules displacing peptide from XIAP – biochemical, IAP family, fluorescence polarization (AID 1018). XIAP BIR domain, fluorescence polarization peptide displacement; higher % means a stronger effect. hit rate 0.007% among 200,000. one-dose displacement, % at 20 µM; IC50 in µM for titrated hits; in the data active = displacement above about 50%; note: a part of the inactive calls stands beside numbers as strong as those of hits
UTI89 phage lysis – inhibition of K1F phage lysis, E. coli UTI89, bacterial capsule biogenesis inhibitors, alamar blue (AID 488966); E. coli UTI89 K1F phage lysis, alamar blue, 2 h; higher % means a stronger effect; inhibition, % at 100 µM, or IC50 in µM where a hit was titrated; hit rate 0.02% among 340,000;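 active = phage lysis inhibition, versus mean bacterial control, above a set limit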;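 note: capsule biogenesis inhibitors block K1F phage lysis so surviving cells raise fluorescence; higher fluorescence means more inhibition of phage lysis; actives were called in the ten point dose series up to 300 µM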
Lipid droplet – hepatic lipid droplet formation modulation; AML12 mouse hepatocytes, oleate lipid droplets, BODIPY imaging; inhibition, % at 6.5 µM; hit rate 0.4% among 240,000; AID 1656;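 active = lipid droplet intensity inhibited by at least 50%, with more than 500 cells counted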
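Test system: AML12 hepatocytes (mouse); reagent: oleate loading, 100 µM; dosing: one dose, 6.5 µM compound; incubation: overnight exposure; signal: fluorescence imaging, 20x objective, two fields per well; read-out basis: % inhibition of corrected integrated BODIPY droplet signal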
P. falciparum M17LAP – P. falciparum M17LAP inhibitors, primary screen, biochemical, fluorogenic H-Leu-NHMec substrate, 1536-well (AID 1619); one-dose inhibition, % at 30 µM; IC50 in µM for titrated hits; hit rate 0.38% among 220,000; recombinant M17LAP, H-Leu-NHMec fluorogenic kinetic assay; higher % means a stronger effect;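 active = compound inhibiting the enzyme by more than half at any dose during confirmatory dose-response retesting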;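 note: plate controls were full reaction with DMSO carrier for no effect and no enzyme background for full effect; strong numbers were not always called active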
SIAH1 antagonists – Siah-1 peptide-binding antagonists, primary screen, biochemical, fluorescence polarization, rhodamine-plectin, uHTS (AID 1817) | Siah-1 / rhodamine-plectin peptide fluorescence polarization; higher % means a stronger effect | one-dose displacement, % at 20 µM; IC50 in µM for titrated hits | hit rate 0.02% among 290,000;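 active = displacement of at least 50% at 20 µM, with a fluorescence ratio check between 0.3 and a set limit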;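 note: plate controls were Siah plus tracer with DMSO for no effect and tracer alone without Siah for full effect; strong numbers were not always called active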
human PMI inhibitors – MPI inhibition at elevated mannose 6-phosphate – biochemical, fluorescence intensity, high mannose 6-phosphate, primary screen (AID 1220); recombinant PMI enzyme, coupled fluorescence intensity; higher % means a stronger effect; inhibition, % at 20 µM; hits with a dose series show IC50 in µM; hit rate 0.66% among 190,000
P. falciparum M1AAP – P. falciparum M1AAP inhibitors, biochemical, fluorogenic H-Leu-NHMec substrate, 1536-well (AID 1445); recombinant M1AAP, H-Leu-NHMec fluorogenic kinetic assay; higher % means a stronger effect; inhibition, % at 30 µM, or IC50 in µM where a hit was titrated; hit rate 0.42% among 220,000;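 active = primary inhibition above the hit cutoff, then over 50% inhibition at one or more dose response concentrations, cut at about 23% in these data, passing the limit was not always enough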;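 note: plate controls were DMSO full reaction for no effect and no enzyme background for full effect; strong numbers were not always called active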
human PMI inhibition – MPI enzyme activity inhibition – biochemical, fluorescence intensity, coupled assay, primary screen (AID 1209); purified PMI enzyme, coupled fluorescence intensity; higher % means a stronger effect; inhibition, % at 20 µM; hits with a dose series show IC50 in µM; hit rate 0.42% among 190,000;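 note: plate controls were DMSO vehicle for no effect and wells lacking substrate for full effect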
Lipid droplet cells 6.5 µM – further read-out of Lipid droplet, marked with its call; cell count; measured here: cell count, cytotoxicity flag;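 cells counted across two imaged fields per well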
Numbers without * were called inactive; nt = no result given; [ ] = another dose, or the depositor's remark. Cut-off read from the data, not from the text of the source, unless noted: active = inhibition above about 50%; inactive = the rest. An unsorted share of the library; about 1.9% have a hit in one of these screens.

1	COc1ccc(-c2[nH]c(-c3ccccc3)nc2SCC(=O)NCc2ccco2)cc1OC
2	O=C(NNS(=O)(=O)c1ccc(F)cc1)c1sccc1-n1cccc1
3	O=C(COc1cccnc1[N+](=O)[O-])NCCc1ccc(Cl)cc1
4	CCN(C(=O)CCc1nc(-c2ccc(OC)cc2)no1)c1cc(OC)ccc1OC
5	CN(C)CCCNCCNC(=O)/C=N\O
6	Cc1cccc(N(C(=O)c2nsc(Cl)c2Cl)C(C(=O)NC2CCCC2)c2ccc(O)cc2)c1 (stereo not given)
Assay by compound	1	2	3	4	5	6
TNAP activators	1.2	1	1.1	1	1.1	1.2
XIAP antagonists	-0.2%	-1.7%	-2.9%	-4.1%	-1.6%	-3.1%
UTI89 phage lysis	0.5%	2.8%	0.1%	0.1%	0.1%	-0.6%[50 µM]
Lipid droplet	nt	-9	5	-26	nt	-27
Lipid droplet cells 6.5 µM	nt	522	701	751	nt	669
P. falciparum M17LAP	5%	3%	23%	-6%	4%	-8%
SIAH1 antagonists	0%	5%	6%	0%	-3%	13%
human PMI inhibitors	-8%	2%	-2%	1%	-12%	1%
P. falciparum M1AAP	5%	-2%	1%	2%	-2%	2%
human PMI inhibition	-1%	4%	-2%	9%	-7%	-2%

7	CCOP(=O)(C1=C(O)C(=O)C(C(C)(C)C)=CC1=O)c1ccccc1 (stereo not given)
8	COc1ccc(Nc2nnc(SCC(=O)NC(=O)Nc3ccc4c(c3)OCCO4)s2)cc1
9	CCC(C)(C)NC(=O)C(c1ccc(OC)cc1)N(Cc1ccco1)C(=O)CCC(=O)Nc1cc(C)on1 (stereo not given)
10	O=C(NNS(=O)(=O)c1cccc(Cl)c1Cl)c1cccc(S(=O)(=O)N2CCOCC2)c1
11	CC(C)OC(=O)CSc1nc(N)c(C#N)c(-c2cccs2)c1C#N
12	COc1ccccc1N1C(=O)CC(Sc2ncccc2C(=O)O)C1=O (stereo not given)
Assay by compound	7	8	9	10	11	12
TNAP activators	0.9	1.1	1.1	1	1.1	1.1
XIAP antagonists	-5.5%	-1.6%	-1.2%	-14%	-6.0%	-1.9%
UTI89 phage lysis	0.3%	0.0%	0.0%	3.6%	0.4%	6.5%
Lipid droplet	0	7	-6	10	nt	14
Lipid droplet cells 6.5 µM	674	636	768	666	nt	756
P. falciparum M17LAP	11%	-4%	-1%	14%	6%	3%
SIAH1 antagonists	3%	2%	8%	3%	1%	3%
human PMI inhibitors	39%	-2%	-14%	8%	-2%	-8%
P. falciparum M1AAP	0%	3%	2%	10%	-3%	11%
human PMI inhibition	-2%	2%	-7%	11%	-7%	-16%

Random excerpt: 2 entries already listed.
8	COc1ccc(Nc2nnc(SCC(=O)NC(=O)Nc3ccc4c(c3)OCCO4)s2)cc1
9	CCC(C)(C)NC(=O)C(c1ccc(OC)cc1)N(Cc1ccco1)C(=O)CCC(=O)Nc1cc(C)on1 (stereo not given)
Assay by compound	8	9
TNAP activators	1.1	1.1
XIAP antagonists	-1.6%	-1.2%
UTI89 phage lysis	0.0%	0.0%
Lipid droplet	7	-6
Lipid droplet cells 6.5 µM	636	768
P. falciparum M17LAP	-4%	-1%
SIAH1 antagonists	2%	8%
human PMI inhibitors	-2%	-14%
P. falciparum M1AAP	3%	2%
human PMI inhibition	2%	-7%

(further entries)
13	CC(CC(=O)C1C(C)C=CCC1(C)C)NNC(N)=O (stereo not given)
14	O=[N+]([O-])c1cc2oc3c(c2c(C=NCc2ccccc2)c1O)CCCC3
15	CC(C)(C)N=C1NC(=NC(C)(C)C)c2ccccc21
16	CCOC(=O)N1CCN(C(=O)C2CCN(C(=O)c3cc4sccc4n3CC)CC2)CC1
17	Cc1ccc2c(CSc3nnc(N)s3)cc(=O)oc2c1
18	CC1(C)C(=O)Nc2ccccc2N1C(=O)COC(=O)c1cc([N+](=O)[O-])ccc1N
Assay by compound	13	14	15	16	17	18
TNAP activators	1.1	1	0.9	1.1	1	1.1
XIAP antagonists	-1.5%	-3.7%	-4.3%	-0.9%	-3.6%	-3.8%
UTI89 phage lysis	-0.1%	1.3%[50 µM]	-0.1%	1.2%	1.9%	0.0%
Lipid droplet	6	14	4	4	-7	5
Lipid droplet cells 6.5 µM	684	623	618	645	694	558
P. falciparum M17LAP	10%	-5%	-8%	0%	-6%	8%
SIAH1 antagonists	0%	50%	0%	12%	1%	2%
human PMI inhibitors	5%	51%*	12%	4%	-22%	3%
P. falciparum M1AAP	8%	0%	2%	4%	20%	1%
human PMI inhibition	6%	6%	11%	9%	-4%	2%

19	COC(=O)C1CC(c2c(OC)cc(OC)cc2OC)=NO1 (stereo not given)
20	O=C(CC1(O)C(=O)Nc2ccccc21)c1ccc2c(c1)OCO2 (stereo not given)
21	CN(C)CCNC(=O)c1ccc(Cl)s1
22	COc1ccc(N2Cc3cccc(C(=O)O)c3C2=O)cc1
23	OCC1CCCN(C(=S)NCCc2ccccc2)C1 (stereo not given)
24	CC(=O)N1CCN(Cc2nc3cc(NC(=O)c4ccccc4Cl)ccc3n2C)CC1
Assay by compound	19	20	21	22	23	24
TNAP activators	1.1	1.1	1	1.1	1.1	1.1
XIAP antagonists	-7.0%	-1.3%	-6.9%	3.4%	-1.5%	12%
UTI89 phage lysis	0.1%	0.0%	1.1%	0.6%	-1.0%	1.8%
Lipid droplet	34	12	-2	nt	nt	-13
Lipid droplet cells 6.5 µM	694	748	638	nt	nt	639
P. falciparum M17LAP	-5%	4%	2%	55%	-3%	5%
SIAH1 antagonists	1%	-1%	-8%	8%	1%	-8%
human PMI inhibitors	2%	-5%	-4%	-1%	-5%	-6%
P. falciparum M1AAP	2%	3%	-3%	6%	-4%	0%
human PMI inhibition	-2%	3%	-5%	2%	0%	1%

A few values from the entries so far.
COC(=O)C1CC(c2c(OC)cc(OC)cc2OC)=NO1 (stereo not given) in human PMI inhibition shows -2%
CN(C)CCNC(=O)c1ccc(Cl)s1 in P. falciparum M17LAP shows 2%
CC(=O)N1CCN(Cc2nc3cc(NC(=O)c4ccccc4Cl)ccc3n2C)CC1 in P. falciparum M1AAP shows 0%
COc1ccc(N2Cc3cccc(C(=O)O)c3C2=O)cc1 in SIAH1 antagonists shows 8%

(cont.)
25	O=C(OCc1cccc([N+](=O)[O-])c1)c1cnccn1
26	Cc1nc(N2CCN(C(=O)CCC(=O)O)CC2)c2c(C)c(C)sc2n1
27	CCCCCN1CN(S(=O)(=O)c2cccs2)c2nc3ccccc3nc21
28	O=C(CC(=O)N/N=C/c1cccs1)NCc1ccccc1
29	O=C1CC(c2ccc(F)cc2)CC2=C1C(c1ccc([N+](=O)[O-])o1)Nc1ccccc1N2 (stereo not given)
30	CCN(CC)c1nc(N)n(CCSC(=S)N(C)C)c(=O)n1
Assay by compound	25	26	27	28	29	30
TNAP activators	1.1	1.1	nt	1.1	nt	nt
XIAP antagonists	-3.7%	-1.8%	nt	-3.6%	nt	nt
UTI89 phage lysis	0.3%	0.2%	2.0%[50 µM]	-0.5%	-1.9%	1.0%
Lipid droplet	19	-2	18	0	17	12
Lipid droplet cells 6.5 µM	699	762	752	749	676	725
P. falciparum M17LAP	-11%	-10%	1%	1%	-8%	-3%
SIAH1 antagonists	2%	1%	8%	23%	1%	-4%
human PMI inhibitors	-9%	3%	nt	-10%	nt	nt
P. falciparum M1AAP	-1%	2%	7%	-1%	6%	5%
human PMI inhibition	-6%	2%	nt	-10%	nt	nt

31	O=C1c2ccccc2C(O)(Cc2ccccc2)N1C1CCCCC1 (stereo not given)
32	CC(=O)c1ccc(NC(=S)NN2C(C)CCCC2C)cc1 (stereo not given)
33	O=C(/C=C\Nc1ccc(Br)cc1)c1cccnc1
34	O=C(NCc1ccco1)c1ccc(Cn2c(=S)[nH]c3ccccc3c2=O)cc1
35	CCOc1ccc(NC(=O)Nc2cc(C(C)C)ccc2C)cc1
36	Cc1ccc(S(=O)(=O)N2CCN(C(=O)CSc3ncc(C(F)(F)F)cc3Cl)CC2)cc1
Assay by compound	31	32	33	34	35	36
TNAP activators	1.1	1.2	1	1.1	nt	1.1
XIAP antagonists	3.0%	-4.0%	-2.8%	-1.5%	nt	-0.4%
UTI89 phage lysis	nt	0.2%	2.2%	0.2%	0.2%	2.5%
Lipid droplet	-15	0	0	42	15	nt
Lipid droplet cells 6.5 µM	519	624	737	707	801	nt
P. falciparum M17LAP	2%	-3%	-13%	-1%	7%	-6%
SIAH1 antagonists	1%	0%	9%	4%	1%	-4%
human PMI inhibitors	-26%	-11%	2%	12%	nt	1%
P. falciparum M1AAP	2%	1%	7%	-4%	4%	4%
human PMI inhibition	-13%	-3%	-2%	8%	nt	8%

Among those listed so far, 2 contain a tert-butyl group.
7	CCOP(=O)(C1=C(O)C(=O)C(C(C)(C)C)=CC1=O)c1ccccc1 (stereo not given)
15	CC(C)(C)N=C1NC(=NC(C)(C)C)c2ccccc21
Assay by compound	7	15
TNAP activators	0.9	0.9
XIAP antagonists	-5.5%	-4.3%
UTI89 phage lysis	0.3%	-0.1%
Lipid droplet	0	4
Lipid droplet cells 6.5 µM	674	618
P. falciparum M17LAP	11%	-8%
SIAH1 antagonists	3%	0%
human PMI inhibitors	39%	12%
P. falciparum M1AAP	0%	2%
human PMI inhibition	-2%	11%

Later entries
37	CC(=O)c1nn(-c2ccccc2)cc1C(=O)c1cccc(Br)c1
38	COc1ccc(OCC(O)CNC(=O)/C=C/c2cccc([N+](=O)[O-])c2)cc1 (stereo not given)
39	COc1ccc(-n2cnnc2SC(C)c2nc3sc(C)c(C)c3c(=O)[nH]2)cc1 (stereo not given)
40	O=C(Nc1cccnc1)c1c(F)cccc1F
41	COc1ccc(C(NC(N)=O)c2ccccc2)cc1 (stereo not given)
42	CCn1cnc2cc(NCc3ccc(N(C)C)cc3)ccc21
Assay by compound	37	38	39	40	41	42
TNAP activators	1	1	1.1	0.9	1.1	1
XIAP antagonists	-9.6%	-2.6%	3.9%	-2.7%	-7.4%	-0.2%
UTI89 phage lysis	0.1%	-0.5%	nt	1.8%	2.4%	0.0%[50 µM]
Lipid droplet	-29	1	nt	20	nt	-23
Lipid droplet cells 6.5 µM	697	648	nt	656	nt	738
P. falciparum M17LAP	5%	0%	4%	-11%	1%	12%
SIAH1 antagonists	0%	2%	-3%	3%	8%	1%
human PMI inhibitors	-9%	-6%	3%	-12%	8%	40%
P. falciparum M1AAP	-12%	1%	4%	1%	0%	5%
human PMI inhibition	-9%	-3%	-6%	-2%	6%	25%

Source: PubChem BioAssay (several laboratories)
